PP5 inh = blocks human protein phosphatase 5 activity; P53041; purified PP5c, OMFP substrate fluorescence; inhibition, % at 6.7 µM; 320,000 compounds, 0.18% hits; AID 1987;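 active = inhibition above the campaign's mean inhibition across all tested compounds plus 3 SD, cut at about 9.5% in these data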;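 also: 0% = DMSO only and 100% = 100 µM cantharidin control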
Target sequence (P53041 whole entry, looked up): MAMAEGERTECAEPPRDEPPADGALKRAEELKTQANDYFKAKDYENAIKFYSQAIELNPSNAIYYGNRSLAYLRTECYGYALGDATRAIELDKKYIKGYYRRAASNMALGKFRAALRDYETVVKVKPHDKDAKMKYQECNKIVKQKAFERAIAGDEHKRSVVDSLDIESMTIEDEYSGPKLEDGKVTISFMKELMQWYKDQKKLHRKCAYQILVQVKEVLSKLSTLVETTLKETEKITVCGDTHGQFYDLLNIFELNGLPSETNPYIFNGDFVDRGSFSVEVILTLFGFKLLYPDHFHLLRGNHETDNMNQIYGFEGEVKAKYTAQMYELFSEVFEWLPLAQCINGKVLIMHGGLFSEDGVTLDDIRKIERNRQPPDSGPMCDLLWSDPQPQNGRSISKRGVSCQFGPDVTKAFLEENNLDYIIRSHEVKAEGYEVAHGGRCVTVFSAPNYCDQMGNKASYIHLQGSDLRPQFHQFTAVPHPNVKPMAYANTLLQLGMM
EBNA-1 inh = blocks EBNA-1 binding to DNA; EBNA-1 DNA binding, fluorescence polarization; inhibition, % at 14.8 µM; 300,000 compounds, 0.34% hits; in the data active = inhibition above about 28%
PREPL inhibitor = inhibitors of human prolyl oligopeptidase-like enzyme PREPL; Q4J6C6; recombinant PREPL, fluorescence polarization activity-based probe; inhibition, % at 5.96 µM; 320,000 compounds, 0.68% hits; in the data active = inhibition above about 43%;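 also: 0% = enzyme with DMSO and 100% = wells lacking enzyme; many of its hits are not listed in these tables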
PP1 inh = blocks human PP1-alpha phosphatase, a PP5 counter-screen | P62136 | purified PP1alpha, OMFP fluorescence | inhibition, % at 6.7 µM | 320,000 compounds, 0.9% hits;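 active = inhibition above the mean inhibition of all tested compounds plus 3 SD, computed separately for each screening campaign, cut at about 15% in these data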
Target sequence (P62136 whole entry, looked up): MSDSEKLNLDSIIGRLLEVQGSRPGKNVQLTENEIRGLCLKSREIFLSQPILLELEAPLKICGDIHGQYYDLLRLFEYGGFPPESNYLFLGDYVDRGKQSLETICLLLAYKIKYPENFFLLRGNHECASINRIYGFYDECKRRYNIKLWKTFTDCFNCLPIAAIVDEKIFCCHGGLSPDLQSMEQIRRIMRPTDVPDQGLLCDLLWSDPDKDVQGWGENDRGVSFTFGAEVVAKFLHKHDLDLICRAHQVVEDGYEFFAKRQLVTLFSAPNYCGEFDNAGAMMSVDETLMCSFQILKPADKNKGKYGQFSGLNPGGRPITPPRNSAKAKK
core dimer inh = blocks dimerization of HCV core protein; 300,000 compounds, 0.33% hits; AID 1899; inhibition, % at 5 µM; TR-FRET GST/Flag-core106 dimerization, 1536-well;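 active = inhibition above the mean of all tested compounds plus 3 SD, set per screening campaign, cut at about 45% in these data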
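Assay system: tagged HCV core106 pair (GST and Flag); medium: KF-containing HEPES buffer, pH 7.45, DTT, CHAPS, BSA; also added: Eu donor and XL665 acceptor anti-tag antibodies; dosing: 5 µM single dose; timing: compound-protein-antibody incubation 4 h at 22.5 °C; signal: TR-FRET 671 and 617 nm emission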
Efflux pump inh = antifungal efflux pump inhibition, Nile Red retention; S. cerevisiae Candida pump triplex; inhibition, % at 10 µM; 330,000 compounds, 0.44% hits; AID 485275;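 active = plate passing quality check with inhibition over a set limit, or well fluorescence over plate mean plus 4 SD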;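 also: Nile Red retained in pooled yeast measured as flow cytometry median fluorescence; 0% = buffer negative control and 100% = Enniatin B positive control; higher means more Nile Red kept so more efflux inhibition; some compounds called inactive have numbers as strong as hits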
TPT1 inh = blocks Candida albicans tRNA 2'-phosphotransferase; AID 1962; recombinant caTPT1, FP RNA substrate dephosphorylation; inhibition, % at 5 µM; 300,000 compounds, 0.81% hits;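 active = inhibition above the mean of all tested compounds plus 3 SD, set per screening campaign, cut at about 24% in these data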;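 also: plate controls were DMSO alone for no effect and ferristatin control at 100 nM for full effect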
CTSL1 counter = cathepsin L1 inhibition, PFM18AAP counter-screen. 300,000 compounds, 0.49% hits. inhibition, % at 5.96 µM. recombinant F. hepatica cathepsin L1, Z-Leu-Arg-MCA fluorescence;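 active = inhibition above the mean of all tested compounds plus 3 SD, set per screening campaign, cut at about 17% in these data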;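 also: 0% = plate median of test compound wells and 100% = 1 µM Z-Phe-Ala-diazomethylketone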
ZTA counter = ZTA (EBV) inhibition in EBNA-1 counter-screen; ZTA-DNA binding, fluorescence polarization; inhibition, % at 11 µM; 320,000 compounds, 0.15% hits; AID 2234; in the data active = inhibition above about 33%
Target sequence (P03206 whole entry, looked up): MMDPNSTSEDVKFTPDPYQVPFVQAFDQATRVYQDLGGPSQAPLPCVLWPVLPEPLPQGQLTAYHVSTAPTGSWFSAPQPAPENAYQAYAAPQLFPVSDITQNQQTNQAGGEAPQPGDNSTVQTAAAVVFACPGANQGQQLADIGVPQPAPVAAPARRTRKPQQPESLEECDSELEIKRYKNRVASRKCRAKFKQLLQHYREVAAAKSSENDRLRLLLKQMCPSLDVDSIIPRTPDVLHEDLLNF
* = called active by the depositor; nt = not tested or not shown. Some of the compounds tested; the hit share may differ from the screen's.

Values in the order: core dimer inh	PP1 inh	EBNA-1 inh	TPT1 inh	CTSL1 counter	Efflux pump inh	PP5 inh	PREPL inhibitor	ZTA counter
- CCN(CC(=O)N1CCCC1)S(=O)(=O)c1cc(C)ccc1OC
→ 8.6	-1.5	-1.4	1.7	-3.5	0.0	3.4	1.1	0.2
- Cc1cccc(/N=C/c2c(O)cc(C)oc2=O)n1
→ -6.7	-4.5	-1.3	10.5	-0.8	0.0	-0.5	0.2	-3.6
- CC1(C)CC(=O)C=C(NC2CC(C)(C)NC(C)(C)C2)C1
→ -0.7	-0.5	7.8	-1.3	0.9	0.0	1.6	3.2	16.5
- O=C(c1ccc(-n2cncn2)c([N+](=O)[O-])c1)N1CCN(S(=O)(=O)c2ccc(Br)cc2)CC1
→ -2.4	-3.6	1.3	3.6	7.0	0.2	1.7	9.1	1.6
- CCOc1ccc(N(CC(=O)Nc2cccnc2)S(C)(=O)=O)cc1
→ -2.4	-4.8	-5.9	-4.0	-1.7	0.1	0.2	-0.3	-11.0
- CSc1ccc(CCNC(=O)CN2C(=O)c3cccnc3Oc3ccc(C)cc32)cc1
→ -2.3	-2.2	-7.1	1.0	4.2	0.2	-0.3	11.1	12.3
- CCOc1ccccc1Nc1ccc(C(=O)O)cc1[N+](=O)[O-]
→ -6.7	3.6	-1.8	-3.3	-0.2	-0.1	-0.2	-1.3	1.8
- CCOc1ccc(/C=N/NC(=O)CN2CCCCC2)cc1OCC
→ -7.1	0.2	-13.1	-2.9	-0.1	-0.1	3.9	-6.1	-19.0
- O=C(CCN1C(=O)c2ccccc2S1(=O)=O)Nc1ccc2c(c1)OCCO2
→ -10.0	2.3	-11.3	0.7	-0.9	0.2	1.4	-12.2	4.8
- Cc1ccc(S(=O)(=O)/N=S(/C)c2ccccc2)cc1 (stereo not given)
→ -1.8	0.3	-0.5	-1.8	-1.1	-0.2	-1.3	10.1	6.4
- CCCN1C2=C(C(=O)CC(C)(C)C2)C(c2ccc(F)cc2)C2=C1c1ccccc1C2=O (stereo not given)
→ -5.6	3.1	2.7	-1.2	-3.8	-0.1	2.0	18.5	-9.4
- CCNS(=O)(=O)c1c(C)cc(C)c(N(C)S(=O)(=O)c2ccccc2)c1C
→ -3.9	-0.3	-8.4	-2.5	0.3	0.0	1.9	4.3	-23.6
- COc1cccc(C(C(=O)NC2CCCCC2)N(C(=O)c2ccco2)c2ccccc2OC)c1 (stereo not given)
→ 5.5	-0.7	4.6	-1.7	-0.7	0.0	1.2	-0.9	1.0
- CCOC(=O)C1CCN(C(=O)COc2cccc(C)c2)CC1
→ 1.6	-2.1	-11.3	-3.1	4.0	0.1	-2.2	2.0	-4.8
- COc1cnc(-c2ccccn2)nc1N(C)C
→ -1.3	3.9	-4.8	-1.8	3.7	0.0	2.3	0.2	-3.3
- COC(=O)C(NC=O)C(O)(Cc1ccccc1)C(F)(F)F (stereo not given)
→ 0.1	-1.6	-1.8	-3.1	1.7	-0.2	2.3	9.0	-11.7
- Cc1ccc(-c2nn[nH]n2)cc1
→ -1.6	0.8	5.7	0.6	-3.9	-0.1	2.5	2.9	0.5
- Cn1c(=O)c2c(nc(CN3CCc4ccccc4C3)n2Cc2ccc(Cl)cc2)n(C)c1=O
→ 4.0	3.5	-7.8	1.9	-2.2	0.2	3.8	13.3	-9.7
- O=C(CS(=O)(=O)c1ccccc1)N1CCCCCC1
→ -2.1	-3.9	0.9	-3.7	-1.1	0.0	-0.1	0.1	-8.8
- Cc1nn(CCC(=O)NNC(=S)Nc2ccc([N+](=O)[O-])cc2)c(C)c1[N+](=O)[O-]
→ 3.6	-2.4	0.4	-4.5	0.5	-0.1	-1.8	4.6	-3.5
- Cc1sc2ncnc(N3CCC(C(=O)Nc4ccccc4C(C)(C)C)CC3)c2c1C
→ 10.1	0.9	3.2	1.4	5.6	-0.1	-1.8	-0.9	-1.3
- COCCC(=O)N1CCC(Oc2ccc(C(=O)NCCn3cccn3)cc2)CC1
→ 2.7	-2.0	-6.2	-0.9	-2.0	0.2	1.1	-7.2	-6.6
- CC1CC(C)CN(CCCNC(=O)c2ccc3c(c2)NC(=O)CS3)C1 (stereo not given)
→ -1.4	2.6	3.5	-0.2	-0.2	-0.2	-0.2	-3.4	2.7
- O=C(O)CN(C1CCCCC1)S(=O)(=O)c1ccc(F)cc1
→ 2.8	-2.6	8.1	-0.2	2.0	0.0	-1.0	1.4	9.2
- COC(=O)c1c(NC(=O)CSc2ccccc2N)sc(C)c1C
→ 0.5	2.3	-3.0	-3.2	-2.9	0.1	5.1	17.0	-3.8
- S=C(NCc1ccccc1)N1CCN(c2cccc(Cl)c2)CC1
→ 1.7	-1.4	-1.7	-2.6	-2.0	0.0	4.3	-43.0	6.6
- COc1ccc(N2Cc3ccccc3C2=NC(=O)c2cncc(Br)c2)cc1
→ 2.6	-3.5	-12.9	0.6	-7.2	0.0	-2.3	7.5	-6.8
- C=CCn1c(SC(C)C(=O)NCc2ccc3c(c2)OCO3)nc2scc(-c3ccccc3)c2c1=O (stereo not given)
→ 9.3	10.5	-4.9	0.4	0.7	0.1	0.2	4.4	-2.2
- Cc1cc(=O)[nH]c(SCC(=O)Nc2ccc(C)c(S(=O)(=O)N3CCCCC3)c2)n1
→ 4.5	0.7	-5.8	-3.6	-7.0	0.1	-0.2	2.8	7.4
- Nc1ccccc1N=Nc1ccccc1N
→ -31.0	9.2	-3.6	-7.4	2.1	0.2	0.6	49.9*	3.5

Grouped by structure, those above containing an NH in an aromatic ring.
Values in the order: core dimer inh	PP1 inh	EBNA-1 inh	TPT1 inh	CTSL1 counter	Efflux pump inh	PP5 inh	PREPL inhibitor	ZTA counter
- Cc1ccc(-c2nn[nH]n2)cc1
→ -1.6	0.8	5.7	0.6	-3.9	-0.1	2.5	2.9	0.5
- Cc1cc(=O)[nH]c(SCC(=O)Nc2ccc(C)c(S(=O)(=O)N3CCCCC3)c2)n1
→ 4.5	0.7	-5.8	-3.6	-7.0	0.1	-0.2	2.8	7.4

Next part:
Values in the order: core dimer inh	PP1 inh	EBNA-1 inh	TPT1 inh	CTSL1 counter	Efflux pump inh	PP5 inh	PREPL inhibitor	ZTA counter
- O=C(COc1cccc2c1CCN(Cc1ccccc1)C2=O)N1CCCCC1
→ 2.8	0.2	-9.3	1.6	-0.2	0.1	-1.3	5.2	9.5
- COc1cccc(N2C(=O)CC(N3CCN(S(=O)(=O)c4ccccc4)CC3)C2=O)c1 (stereo not given)
→ -0.5	-5.5	2.9	-2.7	-3.2	-0.1	3.3	9.0	18.0
- CC(C)c1nnc(SCC(=O)N2CCc3ccccc32)n1C
→ 1.4	-6.3	-2.2	-4.1	-0.8	-0.2	0.6	4.5	-12.1
- Cc1ccc(-c2cc(N)n[nH]2)cc1
→ -1.5	-2.1	7.6	-2.7	4.2	-0.1	5.1	1.9	-28.5
- Cc1ccc(S[C@@H](CCN2CC[C@H](NC(=O)OCc3ccccc3)CCC2=O)c2ccccc2)cc1
→ 18.8	-1.0	2.0	-1.9	5.4	-0.2	0.6	11.8	6.7
- Cc1onc(-c2ccc3c(c2)OCO3)c1-c1ccc2[nH]ccc2c1
→ -3.4	-2.1	6.5	-4.6	2.7	-0.2	3.7	5.2	-11.9
- CCOC(=O)[C@@H]1[C@H]2COc3cc(OC)ccc3[C@@H]2N2C(=O)N(c3cccc(C)c3)C(=O)[C@@]12C
→ 4.5	-0.8	-2.0	-1.4	0.0	0.0	0.8	-73.6	2.7
- COc1ccc(-c2onc(C)c2-c2cnn(-c3ccccc3)c2)c(O)c1C
→ 7.5	1.7	5.7	-1.9	7.6	0.1	3.0	-24.5	-2.6
- C[C@@H]1CC[C@@]2(O[C@H](CCO)C[C@H](O)[C@H]2O)O1
→ 0.1	-4.0	-6.7	3.5	4.6	nt	0.2	-3.7	-16.8
- COc1cccc(N2C(=O)CN(Cc3ccc(OC)c(OC)c3)C2=S)c1
→ -1.2	-3.6	-2.4	2.7	-4.4	0.3	-2.1	20.3	19.1
- COc1ccc(CNC(=O)C(OC(=O)c2ccco2)c2ccccc2F)cc1 (stereo not given)
→ 2.0	-2.5	-7.9	-4.0	-43.0	-0.1	1.1	-1.0	-12.0
- c1cncc(CNc2ncnc3sc4c(c23)CCCC4)c1
→ -1.4	0.9	2.7	-0.9	-1.7	-0.1	-0.7	6.8	-7.2
- Cc1c(S(=O)(=O)N2CCCC2)c(=O)n(C)c(=O)n1C
→ 2.2	-6.1	0.0	-4.7	-1.1	-0.1	1.5	-2.8	-0.8
- Nn1c(COc2ccccc2)nc2ccccc2c1=O
→ 2.6	-0.9	9.3	-1.1	1.6	-0.2	-1.3	12.5	-7.4
- COC(=O)C(CC(C)C)NC(=O)CSc1nc(-c2ccccc2)c(C#N)c(=O)[nH]1 (stereo not given)
→ 4.0	-0.5	2.2	-0.7	2.0	-0.1	-1.0	-8.4	-0.9
- CCOC(=O)C1CCN(c2nc(C)cc(C)c2C#N)CC1
→ -1.5	1.4	-1.1	1.1	-0.5	0.1	0.2	-1.2	-13.6
- COc1ccc(NC(=O)[C@@H]2CCCN2S(=O)(=O)c2cccc3cccnc23)cc1
→ -0.6	5.4	2.7	-0.9	-3.3	-0.1	-2.8	-2.2	1.6
- CCNc1nc(NCC)n2c(SCC(=O)Nc3ccc(C)c(C)c3)nnc2n1
→ 1.1	3.8	-0.2	-4.0	2.5	-0.1	0.0	-1.8	-24.4
- CCc1c(C(=O)N/N=C/c2cccs2)nnn1-c1nonc1N
→ -0.3	-0.1	-6.0	-2.7	0.0	0.0	3.7	8.7	-18.2
- CCCn1c(NCc2cccc(OC)c2O)nc2ccccc21
→ 0.1	-1.2	1.7	-0.6	-0.4	0.1	0.2	1.5	-4.0
- CCOC(=O)C1=C(COC(=O)CSc2ccc(Br)cc2)NC(=O)NC1C (stereo not given)
→ -0.7	-3.2	1.5	0.7	-7.8	0.0	2.4	-1.2	-10.1
- Cc1ccc(CNC(=O)CSc2nc(=O)n3cccc(C)c3n2)cc1
→ -9.2	-5.9	8.6	3.8	-2.8	0.0	0.1	5.3	5.7
- Cc1ccc(NC(=O)CNC(=O)c2ccc(Br)o2)nc1
→ -0.5	-4.8	-8.1	0.8	-2.4	0.1	-1.8	12.8	1.9
- Cc1nc2c(c(C)nn2-c2ccccc2)c(C)c1C
→ -4.3	0.4	3.8	-1.1	0.1	0.0	4.2	5.6	-11.2
- NC(=O)c1ccccc1OCC(=O)c1ccc(Cl)cc1
→ -3.5	-0.9	0.9	-3.7	2.7	-0.1	0.7	6.9	1.0
- Cc1ccc(NC(=O)CCC(=O)NNC(=O)COc2ccccc2)c(C)c1
→ -12.5	0.6	-8.3	0.3	1.5	-0.3	-12.5	5.4	-6.3
- Cc1cc(NN)nc(Cc2ccccc2)n1
→ -3.2	-1.8	5.8	-0.3	-4.0	-0.2	2.3	-7.1	-6.8
- CCNC(=O)N1CCCC(C(=O)c2ccc(OC)c(OC)c2)C1 (stereo not given)
→ -3.0	-0.6	-6.7	0.8	-3.8	-0.1	1.2	0.7	-9.8
- CCOC(=O)CC(=O)CSCC(=O)Nc1ccc(C)cc1
→ 2.1	-4.5	-13.7	-1.1	-4.7	0.1	2.9	-1.3	-8.5

Some of the entries so far, as a markdown table:
| Structure | core dimer inh | PP1 inh | EBNA-1 inh | TPT1 inh | CTSL1 counter | Efflux pump inh | PP5 inh | PREPL inhibitor | ZTA counter |
| --- | --- | --- | --- | --- | --- | --- | --- | --- | --- |
| CCc1c(C(=O)N/N=C/c2cccs2)nnn1-c1nonc1N | -0.3 | -0.1 | -6.0 | -2.7 | 0.0 | 0.0 | 3.7 | 8.7 | -18.2 |
| Nn1c(COc2ccccc2)nc2ccccc2c1=O | 2.6 | -0.9 | 9.3 | -1.1 | 1.6 | -0.2 | -1.3 | 12.5 | -7.4 |
